Screens deposited in PubChem BioAssay by National Center for Advancing Translational Sciences (NCATS).
Pf growth 48h = P. falciparum growth inhibition at 48 hours (one generation); hit rate 5.9% among 310,000; P. falciparum luciferase growth in erythrocytes, 48 h; AID 504832; Potency, µM (highest dose often 28.7 µM), without a hit: at the highest dose activity change, negative = inhibition, hits mostly inhibitors; note: potency is the fitted concentration of half-maximal effect; % is set by controls: 0 for no effect and ±100 for the full control effect
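In quantitative HTS format, infected erythrocytes bearing luciferase-reporter parasites were treated for a single generation at 37 C. Luminescence after adding detection reagent served as the growth measure.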
AMA1-RON2 inh = inhibitors of Plasmodium falciparum AMA1-RON2 interaction | hit rate 0.2% among 360,000 | AlphaScreen AMA1-biotinylated RON2 peptide binding | Potency, µM (top dose mostly 58.2 µM), for inactives: top-dose activity change, negative = inhibition, most hits filed as inhibitors;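 note: potency is the fitted concentration of half-maximal effect; 0% = vehicle wells and -100% = peptide control; nearly all actives have a fitted effect of over 45% in size; some results filed as inactive show a strong effect at the top dose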
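AMA1 (3D7) with his tag at 25 nM final met compounds first, then biotinylated RON2 peptide at 25 nM; detection used donor plus acceptor beads, 10 µg/mL apiece, read by AlphaScreen after 30 min at room temperature.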
Shiga toxin inh = Shiga toxin inhibition; AID 2315; Vero cells, Shiga toxin protein synthesis inhibition reporter; inhibition, % at 38.7 µM; hit rate 9.2% among 290,000; in the data active = inhibition mostly above about 28%, no sharp cut-off; inactive = mostly below about 43%; note: 0% is about no effect
LmPK inh = blocks Leishmania mexicana pyruvate kinase activity. AID 1721. Potency, µM (doses to about 57.5 µM), for the others: at the top dose activity change, negative = inhibition, hits mostly inhibitors. purified LmPK, Kinase-Glo ATP luminescence, 1 h. hit rate 0.37% among 290,000. Q27686; note: potency is the fitted concentration of half-maximal effect; % is set by controls: 0 for no effect and ±100 for the full control effect
Target sequence (Q27686 whole entry, looked up): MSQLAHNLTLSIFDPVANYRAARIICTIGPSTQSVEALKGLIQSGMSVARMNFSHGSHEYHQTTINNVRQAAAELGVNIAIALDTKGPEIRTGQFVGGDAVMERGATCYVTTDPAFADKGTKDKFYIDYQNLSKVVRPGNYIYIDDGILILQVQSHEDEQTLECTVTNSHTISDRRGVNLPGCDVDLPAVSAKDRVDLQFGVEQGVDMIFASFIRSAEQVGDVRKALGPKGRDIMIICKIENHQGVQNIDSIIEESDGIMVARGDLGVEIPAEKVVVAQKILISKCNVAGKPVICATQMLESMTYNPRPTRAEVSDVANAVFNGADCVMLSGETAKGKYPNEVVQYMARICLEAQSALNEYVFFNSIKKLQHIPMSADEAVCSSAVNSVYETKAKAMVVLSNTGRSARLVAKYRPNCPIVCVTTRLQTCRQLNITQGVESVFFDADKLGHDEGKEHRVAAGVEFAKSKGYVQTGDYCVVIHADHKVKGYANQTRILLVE
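Pyruvate kinase activity monitored as ATP production (luciferase luminescence). Conditions: 0.1 nM enzyme, 0.5 mM PEP, 0.1 mM ADP, 1 h, RT; normalized against uninhibited and no-enzyme wells.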
CHX counter = affects cycloheximide protein synthesis inhibition readout, counter-screen; cell reporter, cycloheximide protein synthesis inhibition counterscreen; max response, %; hit rate 12% among 300,000; in the data active = max response mostly above about 13%, no sharp cut-off; inactive = mostly below about 14%; note: read at 38.3 µM for the half of the compounds with a filed dose; 0% is about no effect
Pf growth 96h = inhibits malaria parasite growth, 96 h; Potency, µM (series often up to 28.7 µM), inactives show top-dose activity change, negative = inhibition, actives largely listed as inhibitors; P. falciparum luciferase reporter growth, 96 h; hit rate 6.9% among 320,000; note: potency is the fitted concentration of half-maximal effect; % is set by controls: 0 for no effect and ±100 for the full control effect
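Delayed-death screen, second-generation endpoint: infected erythrocytes, 2% hematocrit, 0.05% parasitemia final; 96 hours at 37 C, 5% CO2; luciferase detection reagent; luminescence decrease equals reduced growth.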
TbPYK inhibitor = blocks Trypanosoma brucei pyruvate kinase. Q57TT1. TbPYK enzyme, Kinase-Glo Plus ATP luminescence, 45 min. Potency, µM (highest dose often 76.8 µM), for inactives: top-dose activity, negative = inhibition, most hits filed as inhibitors. hit rate 0.12% among 410,000. AID 624173; note: potency is the fitted concentration of half-maximal effect; % is set by controls: 0 for no effect and ±100 for the full control effect; nearly all actives have a fitted effect of over 50% in size
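Glycolytic pyruvate kinase of T. brucei was incubated with substrate, test compound and 130 uM ADP for 45 minutes at room temperature. Luminescent Kinase-Glo Plus signal was measured after 10 minutes.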
* = called active by the depositor; u = inconclusive; x = not tested or not shown; [ ] = remark or other dose. Unless noted, calls come from the whole dose curve; as a rule, active = well fitted curve in the direction sought with a large enough effect; inconclusive = small, poorly fitted or top-dose-only effect, or another doubt; inactive = no such curve, though single readings can be large; an effect the other way counts as inactive or inconclusive.

SMILES	Pf growth 48h	AMA1-RON2 inh	Shiga toxin inh	LmPK inh	CHX counter	Pf growth 96h	TbPYK inhibitor
NC(=O)CSc1nnc2n(N)c(=O)c3ccccc3n12	-15%	5%	12	-5%	-2	u	-7%
CCn1c(SCC(=O)Nc2ccc(S(N)(=O)=O)cc2)nnc1-c1ccccc1OC	4%	-15%	19	-2%	-6	36%[activator]	2%
CC(=O)Oc1ccc2c(C)c(CC(=O)N3CCN(C(=O)C4COc5ccccc5O4)CC3)c(=O)oc2c1C (centres undefined)	12µM*	-6%	-6	-1%	10	u	5%
COC(=O)COc1cccc(NC(=O)c2ccc(C)cc2)c1	u	-18%	22	-7%	-2	80%[activator]	-9%
OC(CNC1CCCC1)COc1ccccc1Br (centres undefined)	-102%	0%	11	-5%	-1	-97%	2%
O=C(C1CCCN(c2ncnc3c2nc2n3CCCCC2)C1)N1CCN(c2ccccc2F)CC1 (centres undefined)	u	13%	7	-3%	4	10%	0%
Cc1cc(C)n(-c2nncc(-c3ccccc3)n2)n1	u	-2%	71	-5%	26*	0%	-5%
COc1ccc(S(=O)(=O)N2CCCCC2)cc1NC(=O)C1CCCC1	u	-10%	x	x	x	u	0%
O=C(CNC(=O)c1cc(Cl)cc([N+](=O)[O-])c1)OCC(=O)N1CCCCC1	25%	8%	x	x	x	-1%	-3%
O=S(=O)(c1cccc2cccnc12)n1cnc2ccccc21	-1%	1%	18	-1%	-3	30%[activator]	-1%
CCOc1ccc(NC(=S)Nc2ccc(C)c([N+](=O)[O-])c2)cc1	x	33%[activator]	-10	-6%	-5	2.1µM*	4%
O=C(CN1CCCN(S(=O)(=O)c2ccc(F)cc2)CC1)Nc1ccccc1Br	u	-2%	-7	5%	0	8%	4%
Cc1ccccc1-n1nc(C)c(N=O)c1N	-8%	43%[activator]	-11	1%	8	18%	0%
CC(C)(C)c1ccc(S(=O)(=O)N2CCN(C(=O)c3ccc4c(c3)C(=O)N(Cc3ccncc3)C4=O)CC2)cc1	-3%	-24%	x	x	x	1%	6%
COc1ccc(CNC(=O)CCCn2nc([N+](=O)[O-])cc2C)cc1	u	6%	-17	-2%	1	9%	-2%
COc1cc(/C=N/n2nnnc2N)ccc1OC(C)C	28%	7%	15	-2%	12	48%[activator]	-6%
O=c1cc(N2CCCCC2)nc2n1CCCS2	38%[activator]	0%	31	-1%	9	x	-23%
Cc1c(C)c2ccc(OC(C)C(=O)NC3CCN(Cc4ccccc4)CC3)cc2oc1=O (centres undefined)	u	-1%	2	0%	-1	u	-4%
CCOC(=O)C1(CCOc2ccccc2)CCN(Cc2cccn2-c2cccnc2)CC1	u	-12%	-11	4%	-2	-33%	-6%
O=c1[nH]c(/C(Cl)=C/c2cc(Cl)ccc2O)nc2cc(Cl)ccc12	-23%	8%	-5	2%	-1	9.3µM*	2%
O=C(/C=C/c1cccc([N+](=O)[O-])c1)NCCSCc1ccco1	28%	-5%[11.6 µM]	21	0%	6	1%	-4%
Cc1ccccc1C(=O)OCC(=O)NCC1COc2ccccc2O1 (centres undefined)	-7%	30%	x	x	x	37%[activator]	-2%
CCN(CC)CCn1cnc2c([nH]c3cccc(OC)c32)c1=O	-2%	14%	9	8%	-2	8%	-9%
Cc1ccc(NS(=O)(=O)c2ccc(CCC(=O)N3CCOCC3)cc2)cc1	u	-2%	-26	-11%	-3	-6%	-2%
CN1CCc2c(sc3nc(SCC(=O)N4CCOCC4)nc(N)c23)C1	u	0%	20	-1%	-8	5%	-15%

The final 6 compounds of the section above are carried over, then new ones follow.
SMILES	Pf growth 48h	AMA1-RON2 inh	Shiga toxin inh	LmPK inh	CHX counter	Pf growth 96h	TbPYK inhibitor
O=c1[nH]c(/C(Cl)=C/c2cc(Cl)ccc2O)nc2cc(Cl)ccc12	-23%	8%	-5	2%	-1	9.3µM*	2%
O=C(/C=C/c1cccc([N+](=O)[O-])c1)NCCSCc1ccco1	28%	-5%[11.6 µM]	21	0%	6	1%	-4%
Cc1ccccc1C(=O)OCC(=O)NCC1COc2ccccc2O1 (centres undefined)	-7%	30%	x	x	x	37%[activator]	-2%
CCN(CC)CCn1cnc2c([nH]c3cccc(OC)c32)c1=O	-2%	14%	9	8%	-2	8%	-9%
Cc1ccc(NS(=O)(=O)c2ccc(CCC(=O)N3CCOCC3)cc2)cc1	u	-2%	-26	-11%	-3	-6%	-2%
CN1CCc2c(sc3nc(SCC(=O)N4CCOCC4)nc(N)c23)C1	u	0%	20	-1%	-8	5%	-15%
Cc1ccc(CCNC(=O)c2ccc3nc4ccc(Cl)cc4c(=O)n3c2)cc1	x	8%	-1	-5%	-2	9%	0%
CN(C)C(=O)CSc1nnc(-c2cccnc2)n1-c1ccccc1	x	8%	19	-3%	1	u	0%
O=C1C(Cc2ccccc2)NC(=S)N1c1ccccc1 (centres undefined)	u	50%[activator]	-7	0%	-1	0%	-1%
C[C@H](O)[C@H]1CC[C@H]2[C@@H]3CCC4=CC(=O)CC[C@]4(C)[C@H]3CC[C@]12C	-4%	10%	-13	8%	-1	-16%	-3%
COc1ccccc1N1CCN(C(=O)CC(NC(=O)c2ccccc2Cl)c2ccccc2)CC1 (centres undefined)	u	-1%	x	x	x	u	-2%
COc1ccc(/C(C)=N/NC(=O)c2cccc(S(=O)(=O)N3CCCC3)c2)c(O)c1	u	-11%	x	x	x	u	-3%
COc1ccc(CCNC(=O)C/C(C)=N/NC(=O)COc2ccc(C)cc2Br)cc1OC	-8%	38%[activator]	10	-7%	2	29%	2%
Cc1nonc1NC(=O)CSc1nc2c(C)cccc2cc1C#N	u	16%	68*	2%	41*	10µM*	5%
CC(C)c1ccc(NC(=O)CCNC(=O)Cn2cnc3ccccc3c2=O)cc1	-1%	7%	18	-8%	-3	26%	-3%
CCc1c(C)c2ccc(OCC(=O)OC)cc2oc1=O	16%	-4%	-3	-5%	-1	35%[activator]	1%
CCCC/C(C)=N/NC(=O)C(=O)NCCc1ccccc1	-12%	-3%	15	-5%	-1	-79%	0%
CC(C)Oc1ccc(C(CC(=O)N2CCOCC2)C(C)C)cc1 (centres undefined)	-14%	-8%	5	3%	1	5%	-3%
Cc1ccc(S(=O)(=O)N(CC(=O)Nc2cc(C)ccc2C)C(=O)N2CCN(C)CC2)cc1	u	5%	x	x	x	u	3%
CCOC(=O)c1nn(-c2ccc(Cl)cc2Cl)c(=N)c(C#N)c1C	u	x	-4	-10%	-1	u	x
COc1ccc(CCNC(=O)Nc2ccccc2[N+](=O)[O-])cc1	0%	-6%	67*	-15%	37*	3%	5%
COc1cc(/C=C2/SC(=S)NC2=O)ccc1OS(=O)(=O)c1ccc(C)cc1	-26%	56%[activator]	-16	0%	-2	12µM*	-20%
COc1ccc(C(=O)N2CCN(c3nc(C4CC4)nc4sc(C)c(C)c34)CC2)cc1	12µM*	-15%	-12	1%	-2	-16%	-4%
CC(=O)Nc1nn(C)c2nc3cc(C)ccc3cc12	7%	-2%	-3	-2%	-8	40%[activator]	-4%
O=C1CCCN1CC(CN1CCOCC1)Sc1nc2ccccc2c(=O)n1-c1ccccc1 (centres undefined)	u	-5%	-11	1%	-4	u	-9%
CC(=O)c1cn(CC(=O)Nc2ccccc2C(F)(F)F)c2ccccc12	0%	-1%	x	1%	-2	u	9%
CC(=O)N1CCc2cc(S(=O)(=O)CCC(=O)NCCc3ccc(Cl)cc3)ccc21	u	-2%	2	-3%	4	-1%	0%
CCCCn1c(N)c(N(CC)C(=O)c2ccc(Cl)c(Cl)c2)c(=O)[nH]c1=O	8%	7%	-5	1%	-6	0%	-5%
CC1(C)CC(C(=O)Nc2nccs2)CCO1 (centres undefined)	7%	5%	3	-13%	-4	x	-1%
O=C(CNc1ccccc1N1CCCC1=O)Nc1cc(Cl)ccc1-n1cncn1	-6%	-1%	x	x	x	42%[activator]	-6%
Cc1ccc(NC(=O)COC(=O)/C=C/c2c(C)nn(-c3ccc(F)cc3)c2Cl)cc1F	9%	8%	5	0%	4	14%	4%

Going on with the list.
SMILES	Pf growth 48h	AMA1-RON2 inh	Shiga toxin inh	LmPK inh	CHX counter	Pf growth 96h	TbPYK inhibitor
COC(=O)CC1COc2ccccc2N1C(=O)/C=C/c1ccccc1 (centres undefined)	-9%	-7%	5	-4%	2	-19%	0%
CCOC(=O)C1=C(CC)Nc2ccccc2N/C1=N\S(=O)(=O)c1ccccc1F	u	9%	x	x	x	u	-3%
CC(=O)CSc1nnc2c3ccccc3nc(C(C)(C)C)n12	0%	5%	23	8%	6	u	-9%
Cc1cc(C(=O)CN2CCN(CC(=O)Nc3ccc(F)cc3)CC2)c(C)n1C1CC1	u	6%[11.6 µM]	x	x	x	-7%	15%
Cn1nc(NC(=O)CC(C)(C)CC(=O)O)c2ccccc21	3%	2%	-2	-2%	3	5%	3%
O=C(CSc1n[nH]c(-c2cccs2)n1)N1CCN(S(=O)(=O)c2ccccc2)CC1	u	-4%	-8	1%	-3	17%	x
Cc1ccc(C(=O)N2CCC3(CC2)NCCc2[nH]cnc23)cc1	22%	-3%	-14	-9%	-2	5%	3%
CCN1C(=O)/C(=C2/C=CC=CN2C)SC1=S	-3%	-19%	27	1%	1	-1%	0%
COc1ccc(OCc2cc(C(=O)N(C)Cc3cc(C)no3)no2)c(Cl)c1	123%[activator]	0%	99*	9%	72*	20%	1%
C/C(=N\NC(=O)c1nn(C)c(C)c1Br)c1ccc(NC(=O)c2ccoc2C)cc1	49%[activator]	0%	93*	-8%	91*	-3%	3%
O=S(=O)(Oc1ccccc1N1CCCCC1)c1ccccc1	-4%	30%	9	1%	7	-5%	-6%
CC(C)CCNC(=O)c1ccc(CSCc2cccc(F)c2)o1	x	-23%	1	2%	1	34%	-4%
Cc1ccc(S(=O)(=O)N2CCN(S(=O)(=O)N(C)C)CC2)c(C)c1	-6%	-7%	-27	6%	-2	x	4%
Nn1c(Cc2cccc3ccccc23)nnc1SCc1ccccc1	7%	1%	-4	0%	-3	-18%	-6%
CCOCCCNC(=O)C1CCN(S(=O)(=O)N2CC(C)CC(C)C2)CC1 (centres undefined)	53%[activator]	5%	-5	-2%	1	u	2%
Cc1ccccc1NC(=O)CSc1nnc2ccc(-c3cccnc3)nn12	u	-15%	x	x	x	-15%	0%
Cc1cccc(-n2c(SCN3C(=O)c4ccccc4C3=O)nc3ccccc3c2=O)c1	6%	x	-11	6%	0	-18%	x
NC(=O)c1ccccc1[N+](=O)[O-]	30%[activator]	-3%	x	x	x	41%[activator]	-1%
CC(=O)c1ccc(O)c(CSC2=NCCS2)c1	0%	-3%	24	-2%	4	33%[activator]	-2%
O=C(N/N=C/c1ccc[nH]1)c1cccc([N+](=O)[O-])c1	37%[activator]	2%	11	-4%	8	-9%	-3%
C#C[C@]1(O)CCC2C3CCC4=C/C(=N/OCC(=O)NC(C)C(=O)NC(CCSC)C(=O)O)CC[C@]4(C)C3CC[C@@]21C (some centres undefined)	-13%	-5%	-3	-5%	1	-4%	-3%
CC(C)C(OC(=O)c1cccs1)C(=O)NCc1ccc(F)cc1 (centres undefined)	22%	2%	-5	3%	0	2%	2%

An unsorted share of the library (roughly 21% active in at least one column).
